# 14-3-3g Raf – modulators of 14-3-3 gamma protein binding, primary screen, biochemical, fluorescence polarization. 14-3-3 protein gamma (Homo sapiens), P61981. FP, 14-3-3gamma / TMR-pS259-Raf peptide binding. inhibition, % at 40 µM. 160,000 compounds, 0.19% hits. AID 422, 2006; in the data active = inhibition above about 30%;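 note: 0% = protein plus tracer without compound and 100% = blank with tracer alone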
# Target sequence (P61981 whole entry, looked up): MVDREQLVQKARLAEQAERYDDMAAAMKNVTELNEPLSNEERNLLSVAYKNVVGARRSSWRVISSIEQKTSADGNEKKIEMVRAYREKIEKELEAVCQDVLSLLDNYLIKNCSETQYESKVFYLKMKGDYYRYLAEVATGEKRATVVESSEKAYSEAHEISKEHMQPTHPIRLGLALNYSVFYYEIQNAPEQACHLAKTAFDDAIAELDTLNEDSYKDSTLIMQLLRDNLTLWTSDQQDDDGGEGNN
# Numbers without * were called inactive; & = joins results of further samples. An excerpt; the hit share may differ from the screen's.
SMILES,14-3-3g Raf
Cc1nn(C(C)(C)C)c(OC(=O)Cc2ccccc2)c1Sc1ccccc1[N+](=O)[O-],6
Nc1nc(CSc2ncn[nH]2)cs1,-10
CC(=O)Oc1ccc2c(=O)c(-c3ccc4c(c3)OCCO4)c(C)oc2c1C,0
Cc1c(Cl)cccc1NC(=O)c1cc2c(=O)oc3ccccc3c2s1,-1
CCOC(=O)C1=NNC2C(=O)N(c3ccccc3Cl)C(=O)C12 (configuration not stated),-9
CN1C2=C(C(=O)CCC2)C(c2ccccc2OCc2ccc(F)cc2)C2=C1CCCC2=O,3
CCOC(=O)CSc1nnc(CNC(=O)c2cccs2)n1-c1cc(OC)ccc1OC,-3
CCOC(=O)C1=C(C)NC(C)=C(C(=O)OCC)C1c1ccc(OC)cc1OC,-12
CCOP(C)(=O)C1(C(=O)OCc2ccccc2)CC1 (configuration not stated),1
CN(C)C(CNC(=O)CCCc1c[nH]c2ccccc12)c1ccco1 (configuration not stated),-10
COc1ccc(-c2csc(NC(=O)c3cc(-c4ccccc4)nc4ccccc34)n2)cc1OC,-5
Cc1ccc(CN2CCN(CC(=O)NCc3ccc(Cl)cc3)C2=O)cc1,3
CC(C1CC1)N(C(=O)c1ccccc1O)c1ccccc1 (configuration not stated),-3
O=C(CCC1CCCC1)Nc1ccc(Br)cn1,3
CC(C)(C)c1ccc(C(=O)Nc2c3c(nn2-c2ccc(F)cc2)CS(=O)(=O)C3)cc1,-6
CCC(Sc1nc2cc3c(cc2c(=O)n1Cc1ccc(OC)cc1)OCO3)C(=O)N1CCCC1 (configuration not stated),-7
Cc1c(Cl)c([N+](=O)[O-])nn1CC(=O)Nc1cc(C(F)(F)F)ccc1Cl,-2
Cc1ccc(N2C(=O)C(N3C(=O)c4cccc([N+](=O)[O-])c4C3=O)C2c2ccc(F)cc2)cc1F (configuration not stated),2
Cc1ccsc1C=Nc1c(C)n(C)n(-c2ccccc2)c1=O,-3
O=C(CCN1C(=O)C2C3C=CC(C3)C2C1=O)Nc1ccc(Br)cc1 (configuration not stated),2
O=[N+]([O-])c1ccc(OCc2ccccc2)cc1,6
Cc1cccc(OCC(=O)Nc2cccc(-c3nnc(-c4ccccc4)o3)c2)c1C,-4
Cc1ccc(CNC(=O)C2CCCN(S(=O)(=O)c3cccc4nonc34)C2)cc1 (configuration not stated),-51
Cc1ccc(-n2ncc3c(N4CCCCC4)ncnc32)c(C)c1,-4
CCCCc1ccc(NC(=O)Cn2cnc3c2c(=O)n(C)c(=O)n3C)cc1,1
COC(=O)c1c(N)sc2c1CCc1ccccc1-2,2
Cc1nc(SCC(=O)Nc2ccc(Br)cc2)[nH]c(=O)c1Cc1ccccc1,-4
CCc1ccc(OCC2c3cc(OC)c(OC)cc3CCN2C(=O)C2CC2)cc1 (configuration not stated),-3
O=C(OCc1cc2ccccc2[nH]c1=O)C1CCCCC1,-2
Cc1ccc2c(c1)N(CCC(=O)NCc1ccc3c(c1)OCO3)C(=O)C(C)O2 (configuration not stated),2
CCc1cc2c(=O)c(-c3ccc(OC(C)C)cc3)coc2cc1OC(C)=O,-8
COc1cc(NC(=O)C(C)N2C(=O)c3ccccc3C2=O)c(OC)cc1Cl (configuration not stated),14
NC(=S)Cc1nc(-c2ccccc2)cs1,-49
CCOc1ncccc1C(=O)OCc1nnc(-c2ccccc2)o1,-6
O=C(CSC1=NC(=O)C(c2ccccc2)C(=O)N1)c1ccccc1 (configuration not stated),-4
Nc1c(C(=O)NC2CCCCC2)sc(=S)n1-c1ccccc1,-2
COc1ccccc1CNC(=O)c1c[nH]c2ccc(S(=O)(=O)N3CCc4ccccc43)cc2c1=O,-7
Cc1cc(OCC(=O)Nc2ncc(S(=O)(=O)c3ccc([N+](=O)[O-])cc3)s2)cc(C)c1Cl,-5
C/[N+]([O-])=C1\Cc2ccccc2C1=O,0
O=C(C1CCCN(Cc2cccc(Cl)c2)C1)N1CCC(Cc2ccccc2)CC1 (configuration not stated),-3
CC(=O)Nc1ccc(S(=O)(=O)N2CCC(C)CC2)cc1,-7
O=C(c1ccco1)N1CCN(C(c2ccc(Cl)cc2)c2nnnn2CC2CCCO2)CC1 (configuration not stated),0
O=C(Cn1c(=O)n(Cc2ccccc2)c(=O)c2ccccc21)NCc1ccccc1,4
CCCCNS(=O)(=O)c1cccc2nonc12,0
Cn1cnnc1Sc1nc2c(c(=O)n(C)c(=O)n2C)n1Cc1ccccc1Cl,-2
COc1ccc(C2C(C(=O)NCCCN3CCC(C)CC3)c3ccccc3C(=O)N2C)cc1 (configuration not stated),-9
COc1ccc(CN2COc3cc4c(cc3C2)OCO4)cc1,-4
CCCCCn1c(SCC2CCCO2)nc2cc(C(=O)N3CCC(C(N)=O)CC3)ccc2c1=O (configuration not stated),-13
CC(C)CN(CC(C)C)S(=O)(=O)N1CCC(C(=O)NC2CCCCCC2)CC1,-3
Cc1ccccc1Cn1c(=O)n(CCC(=O)NCCc2ccccc2)c(=O)c2ccccc21,5

# Laid out differently: entries from further up.
Compound	14-3-3g Raf
COc1cc(NC(=O)C(C)N2C(=O)c3ccccc3C2=O)c(OC)cc1Cl (configuration not stated)	14
NC(=S)Cc1nc(-c2ccccc2)cs1	-49
CCOc1ncccc1C(=O)OCc1nnc(-c2ccccc2)o1	-6
O=C(CSC1=NC(=O)C(c2ccccc2)C(=O)N1)c1ccccc1 (configuration not stated)	-4
Nc1c(C(=O)NC2CCCCC2)sc(=S)n1-c1ccccc1	-2
COc1ccccc1CNC(=O)c1c[nH]c2ccc(S(=O)(=O)N3CCc4ccccc43)cc2c1=O	-7
Cc1cc(OCC(=O)Nc2ncc(S(=O)(=O)c3ccc([N+](=O)[O-])cc3)s2)cc(C)c1Cl	-5
C/[N+]([O-])=C1\Cc2ccccc2C1=O	0
O=C(C1CCCN(Cc2cccc(Cl)c2)C1)N1CCC(Cc2ccccc2)CC1 (configuration not stated)	-3
CC(=O)Nc1ccc(S(=O)(=O)N2CCC(C)CC2)cc1	-7
O=C(c1ccco1)N1CCN(C(c2ccc(Cl)cc2)c2nnnn2CC2CCCO2)CC1 (configuration not stated)	0
O=C(Cn1c(=O)n(Cc2ccccc2)c(=O)c2ccccc21)NCc1ccccc1	4
CCCCNS(=O)(=O)c1cccc2nonc12	0
Cn1cnnc1Sc1nc2c(c(=O)n(C)c(=O)n2C)n1Cc1ccccc1Cl	-2
COc1ccc(C2C(C(=O)NCCCN3CCC(C)CC3)c3ccccc3C(=O)N2C)cc1 (configuration not stated)	-9
COc1ccc(CN2COc3cc4c(cc3C2)OCO4)cc1	-4
CCCCCn1c(SCC2CCCO2)nc2cc(C(=O)N3CCC(C(N)=O)CC3)ccc2c1=O (configuration not stated)	-13
CC(C)CN(CC(C)C)S(=O)(=O)N1CCC(C(=O)NC2CCCCCC2)CC1	-3
Cc1ccccc1Cn1c(=O)n(CCC(=O)NCCc2ccccc2)c(=O)c2ccccc21	5

# (list continues)
SMILES,14-3-3g Raf
CCN(CC)c1cc(C)c2cc(NC(=O)c3ccco3)ccc2n1,0
NC(=O)SCC(=O)Nc1ccc(Cl)c(Cl)c1,-5
CN1CCN(/C=N/c2c(C#N)cnn2Cc2ccccc2)CC1,5
CCN(CC)CCn1c(=S)[nH]c2ccc(Cl)cc2c1=O,-5&-2
O=C1C(c2ccccc2)N=C2c3ccccc3N=C(SCc3cc(=O)n4cc(Br)ccc4n3)N12 (configuration not stated),-6
CC(C)Cn1c(CN2C(=O)c3ccccc3C2=O)nc2ccccc2c1=O,-5
Nc1ncnc(N(CCO)Cc2ccccc2)c1[N+](=O)[O-],2
Cc1c(NC(=O)C(C)N2CC(C)OC(C)C2)c(=O)n(-c2ccccc2)n1C (configuration not stated),2
COc1ccccc1CNC(=O)CSc1nc2ccccc2n1S(=O)(=O)c1ccccc1,0
CCCCOc1ccc(C2C(C(=O)OCC(C)C)=C(C)N=C3SCCC(=O)N32)cc1 (configuration not stated),-2
Cc1ccc(-n2nc3ccc(NC(=O)c4ccc(Cl)c([N+](=O)[O-])c4)cc3n2)cc1Cl,-85
CCOC(=O)c1cccc(NC(=O)c2cccnc2)c1,2
COc1ccc(Cl)cc1S(=O)(=O)N1CCN(C23CC4CC(CC(C4)C2)C3)CC1,-4
COc1cccc(C2NC(=O)NC3=C2CCc2ccccc23)c1 (configuration not stated),-13
CC(=O)Oc1ccc(C2C(C(=O)OCCOc3ccccc3)=C(C)NC3=C2C(=O)CCC3)cc1 (configuration not stated),-2
CCCOCCOC(=O)C1=C(C)NC2=C(C(=O)CCC2)C1c1cccc(Br)c1 (configuration not stated),-4
O=C(NC1CC1)c1ccc2c(c1)N(Cc1ccc(Cl)cc1)C(=O)CS2,-9
CN(C)c1nc(N)c(C(=O)N=C(N)N)nc1Cl,-9
O=C(CCC1CCCC1)Nc1c2c(nn1-c1ccc(F)cc1)CS(=O)C2 (configuration not stated),0
CCOc1ccc(CCNS(=O)(=O)c2cccc3nsnc23)cc1OCC,-12&2
O=C(CCC1=NS(=O)(=O)c2ccccc2N1)NC1CCCCCCC1,-4
O=S(=O)(NC1c2cccc3cccc(c23)C1N1CCN(CCO)CC1)c1ccc(Cl)cc1 (configuration not stated),-13
COc1cccc(C2=NC(c3ccc(C)cc3)NC(c3cc(Cl)ccc3O)C2)c1 (configuration not stated),-7
CCSC1(SCC)N=C(N)C2(C#N)C(c3ccccc3)NC(C)=CC12C#N (configuration not stated),8
CCOCC(=O)Nc1ccc(S(=O)(=O)N2CCOCC2)cc1,-1
O=C(O)c1ccc(S(=O)(=O)c2ccc3c(c2)C(=O)N(c2ccccc2[N+](=O)[O-])C3=O)cc1,7
NCCCS(=O)(=O)O,2
Brc1c(-c2cccs2)nc2ccccn12,-8
Cc1cc(NS(=O)(=O)Cc2ccccc2)no1,-4
O=C(CSc1ncccc1C(=O)O)NCc1ccc(F)cc1,-6
Cc1cc(=O)n2[nH]c(-c3ccccc3)cc2n1,2&-30
COc1cc(C(=O)Nc2cccc([N+](=O)[O-])c2)cc(OC)c1OC,4
CSCc1nnc(NC(=O)c2ccc(S(=O)(=O)N3CCCCC3C)cc2)o1 (configuration not stated),-8
O=C(O)CCS(=O)(=O)c1cc(Br)cc2c1N(C(=O)C1CC1)CC2,-3
Cn1c2c(c3ccccc31)CC/C2=N\O,0
CCCCn1nnnc1SCC(=O)Nc1cccc(C)n1,-2
O=C(Nc1ccc(N2CCOCC2)cc1)C1CCN(S(=O)(=O)Cc2ccccc2)CC1,-3
Cn1ccnc1C(O)c1ccc(OCc2ccccc2)cc1 (configuration not stated),3
Cc1ccc2c3c(ccc2n1)NC1=C(C(=O)CCC1)C3c1ccc(O)cc1 (configuration not stated),4
O=C(CSc1nc2c(c(=O)n1-c1ccc([N+](=O)[O-])cc1)SCC2)Nc1ccc2c(c1)OCCO2,-27
CCCc1cc(C(=O)Nc2cccc(C(C)=O)c2)no1,-2
Cc1cc(C)cc(NC(=O)c2c(C)nc3ccccn23)c1,-6
COc1ccc(-c2nc3cc(N=Cc4ccc(Br)c([N+](=O)[O-])c4)ccc3o2)cc1,-6
CCOC(=O)Cn1c(CCC(=O)O)ccc1-c1ccc(F)cc1,-4
COc1ccc(C(O)C23CC4CC(CC(C4)C2)C3)cc1 (configuration not stated),-3
CCCCC1=NN(C(=O)c2ccccc2)C(O)(C(F)(F)F)C1 (configuration not stated),4
CCN(C(=O)c1cc(C(=O)N(CC)c2ccccc2)cc([N+](=O)[O-])c1)c1ccccc1,5
Cc1ccc(N2C(=O)CC(c3ccccc3)C3=C2CC(C)(C)CC3=O)cc1 (configuration not stated),3
COC(=O)Cn1ncc2c3ccccc3n(C)c2c1=O,-2
Cc1cc(C)nc(-n2nc(C)cc2NC(=O)c2cccc(S(=O)(=O)N(C)C)c2)n1,-7

# Remaining list, next part:
SMILES,14-3-3g Raf
CCOC(=O)c1sc(NC(C)=O)c(C(=O)OCC)c1C,-4
CC(=O)C(Sc1nnc(-c2ccc(Cl)cc2)n1-c1ccccc1)C(C)=O,0
CCOC(=O)c1cnn2c(C)cc(-c3ccccc3)nc12,5
CC(=O)[C@H]1CCC2C3CC=C4C[C@@H](OS(=O)(=O)O)CC[C@]4(C)C3CC[C@@]21C (some centres not stated),1
O=[N+]([O-])c1ccc(Cl)c(S(=O)(=O)NCC23CC4CC(CC(C4)C2)C3)c1,-13
Cc1cc(Br)ccc1NC(=O)c1cccc(N(C)C)c1,2
COc1ccc(OC)c(CN2CCC(N3CCN(CCO)CC3)CC2)c1,-2
C=CCOc1nc2c(c(=O)n(Cc3ccccc3Cl)c(=O)n2C)n1C,0
CCOc1ccc(C2CC(c3ccc(OC(F)F)cc3)n3ncnc3N2)cc1Cl (configuration not stated),3
COc1ccccc1-c1cc(C(=O)N2CCN(c3ccc(F)cc3)CC2)no1,-7&0
O=C1c2ccccc2S(=O)(=O)N1Cc1nc2ccccc2s1,1
COCCCNC(=O)c1cnc2n(c1=O)CCS2,-2
O=C(Nc1ccc(I)cc1)c1ccccc1C(=O)c1ncc[nH]1,9
CCOC(=O)N1CCC(NC(=O)c2cc(S(=O)(=O)N3CCc4ccccc43)cn2C)CC1,2
CCOc1ccc(NC(=O)c2cc3nc(-c4ccc(C)cc4)cc(C(F)(F)F)n3n2)cc1,-5
CCOC(=O)c1ccc(Nc2nc(-c3cc4ccccc4oc3=O)cs2)cc1,-30
COc1ccc(CCn2c(C)cc3c(c2=O)C(c2ccncc2)C(C#N)=C(N)O3)cc1OC (configuration not stated),1
O=C(Nc1nc(-c2ccc([N+](=O)[O-])cc2)cs1)c1cccnc1,1
O=C(NC1CCCCC1)C1CCCN(S(=O)(=O)c2cccs2)C1 (configuration not stated),-10
CC(=O)CC(O)c1ccccn1 (configuration not stated),-6
Cc1nc2nc(-c3ccc(Br)cc3)cn2nc1C,-127
COc1ccccc1Nc1nc(N)nc(CN2CCC(Cc3ccccc3)CC2)n1,1
CCCC12CN3CC(CCC)(CN(C1)C3c1ccc([N+](=O)[O-])cc1)C2=O (configuration not stated),1
O=C(O)C1CCN(c2nc(-c3ccc([N+](=O)[O-])cc3)cs2)CC1,-4
COc1ccc(S(=O)(=O)CCC(=O)NC2CCCCCC2)cc1,-51
CCc1nnc(NC(=O)CSc2nc3c(c(=O)n2-c2ccc(Cl)cc2)SCC3)s1,-7
COc1ccc(N2CCN(C(=O)Nc3ccc(Cl)cc3)CC2)cc1,9
Cc1ccc(-n2nc3c(c2NC(=O)c2ccc4c(c2)OCO4)CSC3)cc1,5

# Assay outcomes from PubChem BioAssay.
